PfHsp40 rescue: compounds rescuing yeast from Plasmodium falciparum HSP40 toxicity; growth rescue, % at 12.5 µM; actives 0.68% (n = 340,000); S. cerevisiae expressing PfHsp40, growth rescue, ATP luminescence; AID 504582; in the data active means growth rescue above about 28%, passing the limit was not always enough; inconclusive means no clear call, values can overlap the other calls;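 further: yeast W303a lacking pdr1 and pdr3 grown in galactose medium; growth measured after three days at 30 °C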
CCHFV vOTU inh: blocks the CCHF virus ovarian tumor domain protease. CCHFV vOTU protease, Pep-AMC fluorescence. inhibition, % at 11.5 µM. actives 0.55% (n = 370,000). AID 651958; in the data active means inhibition above about 30%; further: 0% = vehicle wells with enzyme and 100% = no enzyme wells
SSB-PriA inh: K. pneumoniae PriA-SSBct interaction inhibition; AID 1272365; AlphaScreen SSBct-PriA binding, biotinylated peptide; inhibition, % at 33 µM; actives 0.6% (n = 430,000); in the data active means inhibition mostly above about 37%, no sharp cut-off; inactive means mostly below about 20%;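 further: plate controls were negative control peptide for no effect and reference peptide for full effect; strong numbers were not always called active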
VHR inh abs: DUSP3 (human) phosphatase inhibition; P51452; recombinant VHR phosphatase, pNPP absorbance; inhibition, % at 13.3 µM; actives 0.52% (n = 290,000); AID 1654; in the data active means inhibition above about 50%; further: some compounds called inactive have numbers as strong as hits
TcdB inh: TcdB glycohydrolase inhibition; P18177; TcdB glycohydrolase enzymatic assay, plate reader; inhibition, % at 9.99 µM; actives 0.24% (n = 350,000); AID 652162; in the data active means inhibition above about 10%
Vc quorum ag: induces V. cholerae light production without autoinducers. V. cholerae BH1578 lux reporter, luminescence, 6 h. activation, % at 18.7 µM. actives 0.16% (n = 350,000); in the data active means activation mostly above about 9.7%, no sharp cut-off; inconclusive means no clear call, values can overlap the other calls; inactive means mostly below about 3.7%; further: not every result past the cut was called active; inactives centre near 0; reference of the scale not given here
3CLpro inhibitor: SARS-CoV 3CLpro protease inhibition; P0C6X7; recombinant SARS-CoV 3CLpro, quenched FRET peptide cleavage; inhibition, % at 6 µM; actives 0.14% (n = 290,000); AID 1706; in the data active means inhibition above about 12%
Anthrax LF prot: inhibitors of Bacillus anthracis lethal factor protease. multiplex microsphere protease cleavage assay, LF. inhibition, % at 10 µM. actives 0.12% (n = 360,000). AID 588501; further: plate controls were buffer without enzyme for full effect and enzyme alone for no effect
Y pestis TopoI: blocks Yersinia pestis topoisomerase I activity. actives 0.064% (n = 360,000). AID 504884. activity, % at 10 µM. Y. pestis Topo-I cleavage product accumulation, plate reader; in the data active means activity above about 50%, passing the limit was not always enough; inconclusive means no clear call, values can overlap the other calls; further: inactives centre near 2
BoNT-A LC inh2: blocks Botulinum neurotoxin A light chain protease. multiplex microsphere protease substrate cleavage, flow cytometry. inhibition, % at 10 µM. actives 0.17% (n = 360,000). AID 588499; further: plate controls were buffer without enzyme for full effect and enzyme alone for no effect
Starred values were filed as active, the others as inactive; i = inactive; ? = inconclusive; · = not tested or not shown. Unless noted, no stated cut-off is given here; in the data, active means inhibition above about 30%; inconclusive means no clear call, values can overlap the other calls; inactive means below that.

Order of values: TcdB inh	VHR inh abs	Vc quorum ag	CCHFV vOTU inh	SSB-PriA inh	3CLpro inhibitor	Anthrax LF prot	BoNT-A LC inh2	PfHsp40 rescue	Y pestis TopoI
CCCN(CCC)S(=O)(=O)c1cc(CN2C(=O)c3cccnc3C2=O)ccc1OC
  -0.3	-20	-0.6	-9	2	0	-12	1.3	-1.2	2
COc1ccc(/C=C/C(=O)OCC(=O)NC2CCS(=O)(=O)C2)cc1 (configuration not stated)
  0.4	·	i	-1	-3	·	0	-5.7	0.3	7
Cc1cc(C)cc(NC(=O)COC(=O)c2ccc(CN3CCCC3=O)cc2)c1
  1.8	·	-2.0	22	-8	·	·	·	-0.1	16
CCNS(=O)(=O)c1ccc(NC(=O)Cn2nc(C(F)(F)F)cc2C)cc1
  ·	17	0.0	9	-31	0	0	-0.5	-0.3	-4
O=C(O)CCC(=O)Nc1ccc2c(c1)Cc1cc(NC(=O)CCC(=O)O)ccc1-2
  0.9	16	-1.2	-5	5	-4	-4	-2.9	-0.8	4
CC1CCCCN1CC(=O)c1c(N)n(Cc2ccccc2)c(=O)n(C)c1=O (configuration not stated)
  -1.5	17	i	2	-5	0	-3	0.6	0.3	4
COc1ccc(/C=N/Nc2snc(SC)c2C#N)cc1OC
  ·	-4	-4.2	12	·	5	0	-0.8	0.4	-12
O=C(Cn1nnc2c(cnn2-c2ccccc2)c1=O)N1CCN(c2ccccc2F)CC1
  ·	14	i	-3	-21	2	2	0.5	0.5	38
COc1ccc(N2C(=O)CSC23C(=O)Nc2ccccc23)cc1 (configuration not stated)
  ·	-9	-7.7	7	-5	-1	2	0.2	-0.2	3
CCCCNC(=O)CC1N=C2c3ccccc3N=C(SCC(=O)Nc3ccc(OC)cc3)N2C1=O (configuration not stated)
  ·	29	i	9	-5	-3	-2	0.6	-0.2	-4
Cc1ccccc1CSc1n[nH]c(NS(=O)(=O)c2ccccc2)n1
  ·	24	i	-1	-6	2	-6	0.8	1.2	2
O=C(NCc1ccccc1)c1ccc2c(=O)[nH]c3c(C(=O)NCC4CCCO4)sc(=S)n3c2c1 (configuration not stated)
  0.2	18	i	0	5	2	-2	0.1	-0.9	4
O=C(NC(=S)Nc1ccccc1[N+](=O)[O-])c1ccccc1
  1.1	-2	-0.3	-7	11	-4	-10	-0.2	0.2	-14
CCCCCn1c(=O)c(C(=O)NCc2ccco2)c(O)c2ccccc21
  0.8	2	0.7	-2	1	1	-3	-0.9	1.8	-8
CC(C)CC1NC2(C(=O)N(C)c3ccccc32)C2C(=O)N(C(C)C)C(=O)C12 (configuration not stated)
  -0.5	-19	-0.2	5	-10	-1	-3	0.0	1.1	0
C=CCn1c(SCc2ccccc2F)nc2cc(C(=O)O)ccc2c1=O
  -0.2	1	-0.2	7	-8	12	-3	-0.9	3.0	5
Cc1ccc(C)c(C(=O)CCC(=O)N2CCN(c3cccc(C(F)(F)F)c3)CC2)c1
  -1.0	·	0.4	6	-13	·	6	-1.0	2.6	23
CC(=O)NCCOc1nc(N(C)C)nc(N2CCOCC2)n1
  ·	-14	0.8	-5	-12	4	2	-0.6	2.3	3
Cc1cc(=O)[nH]c(-c2ccccc2)n1
  ·	11	0.4	3	-4	2	-1	-0.5	16	2
CS(=O)(=O)Cc1cc(N2CCCC2)nc(-c2ccccc2)n1
  1.3	16	i	8	2	2	3	0.0	-2.0	-8
CC(C)N1CCN(Cc2cc3c(cc2Cl)OCO3)CC1CCO (configuration not stated)
  0.4	-8	3.3	6	-3	1	4	0.2	-2.3	-2
C/C(=N\NC(=O)CC(C)C)c1ccc(Cl)c(Cl)c1
  ·	10	i	4	·	2	-4	-1.3	2.6	-2
CSc1sc(C(=O)NNC(=O)c2ccc(Cl)cc2)c2c1C=CCC2
  0.6	27	-0.2	2	2	0	?	-37	1.5	-4
COc1ccc(C(=O)/C=C/Nc2cc(C)on2)c(OC)c1
  ·	-11	-0.7	5	·	1	-2	0.9	0.1	-3
CC(NC(=O)C(NS(=O)(=O)c1cccc2nsnc12)C(C)C)c1ccccc1 (configuration not stated)
  ·	21	-0.1	·	-6	-1	0	-0.3	-1.1	-1
Cc1c(CC(=O)O)c(=O)oc2cc(OCc3ccc(F)cc3Cl)ccc12
  0.1	10	i	-37	3	4	-6	-3.0	0.1	4
Cc1ccc(C(=O)c2ccccc2C(=O)Nc2ccccc2)cc1
  1.1	·	-0.8	4	-3	·	4	0.0	-0.6	1
Cc1ccc2nc(-c3ccncc3)cc(C(=O)Nc3ccc(F)cc3C)c2c1
  0.8	19	-1.6	-7	0	3	-1	1.3	-0.8	-2
Cc1c(C2(O)CCCCC2)[nH]c2cnccc12
  1.3	·	i	-100	16	·	-6	-0.5	-0.3	2
CCCSCCCNC(=O)CC1Oc2ccccc2NC1=O (configuration not stated)
  0.1	40	-0.6	-5	-5	1	3	0.2	-0.8	-1
CCCc1cc(=O)oc2cc(OCc3ccc(C(=O)O)o3)ccc12
  -1.0	5	0.6	-5	-9	4	19	0.7	-2.3	8
COc1ccccc1/C=N\N=C(\N)c1ccccn1
  ·	9	i	7	·	5	-1	-0.9	-0.1	6
O=C1c2cccnc2C(=O)N1c1cccc([N+](=O)[O-])c1
  -0.3	9	i	2	0	-2	4	-5.0	-2.3	1
COc1ccc(CC(=O)OC(C)C(=O)Nc2ccc(S(N)(=O)=O)cc2)cc1 (configuration not stated)
  -0.3	·	i	1	-12	·	·	·	-1.9	0
COc1ccc(CN2CC=C(c3ccc(F)cc3)CC2)cc1Br
  0.2	-7	-0.2	18	-27	5	-13	-1.4	0.0	-5
CCCCCCn1c(-c2cccs2)n[nH]c1=S
  3.2	22	-4.5	14	-8	5	-1	-0.6	-1.1	5
COc1cccc(NC(=O)CN(C)C(=O)c2cc(C3CC3)nn2-c2ccccc2)c1
  1.9	·	i	2	1	·	-4	-0.2	0.6	19
Cn1c(=O)c2cc(NC(=O)Cc3cccc4ccccc34)ccc2n1-c1ccccc1
  1.0	·	-0.4	-5	·	·	2	0.6	·	30
CCCCN1CN(Cc2ccccc2)CNC1=S
  1.2	8	i	5	-11	-1	-2	-0.1	1.1	-7
N#CCC(=O)N/N=C\c1ccccc1OC/C=C/c1ccccc1
  1.3	-19	-7.7	2	·	-2	-1	-0.1	0.5	-2
O=C(N/N=C1/SCC(=O)N1Cc1ccco1)c1ccccc1F
  1.1	1	i	6	·	-1	-6	-0.3	2.6	-1
Cc1ccc(-n2ncc3c(N4CCCC(C)C4)ncnc32)c(C)c1 (configuration not stated)
  2.6	3	-0.3	3	-19	·	6	0.1	-1.2	20
Cc1ccc(NC(=S)Nc2ccc(C(C)C)cc2)cc1S(=O)(=O)N1CCCCCC1
  -0.8	2	-0.2	15	6	3	-2	0.1	-1.6	18
Cc1cc(C)n(-c2ccc(Cl)c(C(=O)OCC(=O)N3CCCCC3C)n2)n1 (configuration not stated)
  ·	-15	i	9	-1	·	-1	-0.2	0.1	10
O=C(O)C1CCN(S(=O)(=O)c2ccc3c(c2)OCCCO3)CC1
  -1.0	-4	-0.5	-10	-1	-6	3	-0.2	-1.0	3
COc1cccc(N(CC(=O)NC2CCCCC2)C(=O)c2snc(C(N)=O)c2N)c1
  1.1	7	-0.4	-6	-7	-2	1	0.4	0.7	11
CCOP(=S)(OCC)SCC(=O)NC(C)(CC)C(=O)O (configuration not stated)
  ·	14	i	4	2	-1	1	-0.5	-0.3	-7
CN(C)C(=S)NC(=O)C12CC3CC(C)(CC(C)(C3)C1)C2
  7.9	8	-0.3	-7	-3	2	6	-0.3	-1.8	-2
COc1ccc(-c2cc(C(F)(F)F)c(C#N)c(SCC(=O)Nc3nc(C)co3)n2)cc1
  0.6	17	6.2	·	-7	-1	0	1.2	-1.3	3
COc1ccc(OC)c(NC(=O)COc2ccc(Br)cc2)c1
  0.2	20	-0.4	4	-5	4	-17	1.3	-0.7	8
COCCC(=O)N1CCC(Oc2ccc(C(=O)N3C[C@H]4CC[C@H]3C4)cc2)CC1
  -0.5	12	i	-3	5	5	-2	0.6	-1.4	0
COc1cccc(-c2n[nH]nc2C2=CC(=O)C[C@H](c3ccc(F)cc3)C2)c1
  1.5	·	-0.6	22	·	·	-2	-0.6	·	13
Nc1c(C(=O)C2CC2)sc2nc3c(cc12)CCC3
  3.2	8	-0.1	-10	-4	5	6	0.2	0.2	-10
O=C(CCS(=O)(=O)c1ccc(Cl)cc1)Oc1ccc2c(c1)OCO2
  ·	12	6.7	2	-14	0	-6	-1.3	-0.5	13

Filtered by structure, the compounds so far with an aryl thioether with sulfur outside any ring.
Order of values: TcdB inh	VHR inh abs	Vc quorum ag	CCHFV vOTU inh	SSB-PriA inh	3CLpro inhibitor	Anthrax LF prot	BoNT-A LC inh2	PfHsp40 rescue	Y pestis TopoI
COc1ccc(/C=N/Nc2snc(SC)c2C#N)cc1OC
  ·	-4	-4.2	12	·	5	0	-0.8	0.4	-12
Cc1ccccc1CSc1n[nH]c(NS(=O)(=O)c2ccccc2)n1
  ·	24	i	-1	-6	2	-6	0.8	1.2	2
C=CCn1c(SCc2ccccc2F)nc2cc(C(=O)O)ccc2c1=O
  -0.2	1	-0.2	7	-8	12	-3	-0.9	3.0	5
CSc1sc(C(=O)NNC(=O)c2ccc(Cl)cc2)c2c1C=CCC2
  0.6	27	-0.2	2	2	0	?	-37	1.5	-4
COc1ccc(-c2cc(C(F)(F)F)c(C#N)c(SCC(=O)Nc3nc(C)co3)n2)cc1
  0.6	17	6.2	·	-7	-1	0	1.2	-1.3	3

Whole records, looked up by structure:
COc1cccc(-c2n[nH]nc2C2=CC(=O)C[C@H](c3ccc(F)cc3)C2)c1 is entered as TcdB inh: 1.5; VHR inh abs: ·; Vc quorum ag: -0.6; CCHFV vOTU inh: 22; SSB-PriA inh: ·; 3CLpro inhibitor: ·; Anthrax LF prot: -2; BoNT-A LC inh2: -0.6; PfHsp40 rescue: ·; Y pestis TopoI: 13
COc1ccccc1/C=N\N=C(\N)c1ccccn1 is entered as TcdB inh: ·; VHR inh abs: 9; Vc quorum ag: i; CCHFV vOTU inh: 7; SSB-PriA inh: ·; 3CLpro inhibitor: 5; Anthrax LF prot: -1; BoNT-A LC inh2: -0.9; PfHsp40 rescue: -0.1; Y pestis TopoI: 6

Assay outcomes as filed in PubChem.

This is a subset; the hit share may differ from the screen's.
